# High-throughput results deposited in PubChem by several laboratories.
# GalR3 antagonist – antagonists of human GalR3 | O60755 | HEK293 GalR3-CNG cAMP membrane potential fluorescence; galR3 body fused to GalR1 C-terminus | inhibition, % at 3 µM | 360,000 tested, 0.44% active | AID 651719;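 active = inhibition above the screen-wide average plus 3 SD, cut at about 13% in these data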;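 note: forskolin and galanin both at EC90 stimulate the cells; cAMP rise reported by CNG channel membrane potential dye signal; 0% = forskolin plus galanin with DMSO and 100% = forskolin alone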
# Target sequence (O60755 1-299 limits assumed): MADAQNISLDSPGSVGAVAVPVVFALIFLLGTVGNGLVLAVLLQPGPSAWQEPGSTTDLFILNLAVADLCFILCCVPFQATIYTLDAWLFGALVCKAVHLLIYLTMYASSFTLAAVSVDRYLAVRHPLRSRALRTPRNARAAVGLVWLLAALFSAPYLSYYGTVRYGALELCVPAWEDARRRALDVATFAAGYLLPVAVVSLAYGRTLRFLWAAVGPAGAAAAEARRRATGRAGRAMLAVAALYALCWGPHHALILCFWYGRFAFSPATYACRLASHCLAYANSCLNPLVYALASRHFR
# CRFR2-BP antag – CRF-BP/CRF-R2 complex antagonism; HEK293 CRF-R2/CRF-BP, CRF-induced calcium fluorescence; inhibition, % at 11.8 µM; 350,000 tested, 0.59% active;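 active = inhibition of the ligand-induced calcium signal above about 50% at the single tested concentration, limit read from the data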
# The depositor's hits bear a star. This is a subset. The share of hits here may be higher or lower than overall.
# Sequence of screens: GalR3 antagonist | CRFR2-BP antag
O=C1NC(Cc2ccccc2)c2nc3ccccc3c(=O)n2-c2cc3ccccc3cc21 (configuration not stated)
  -2 | -20
C#CCN(C(=O)C1CCC(=O)N(CCc2cccc(F)c2)C1)C1CCCCC1 (configuration not stated)
  -4 | -14
CCCCN1C(=O)CC2CCOC21C (configuration not stated)
  -4 | 12
CCN(CC(=O)Nc1ccc(NC(C)=O)cc1)C(=O)C1CC1
  -4 | -1
C[C@H]1CN([C@@H](C)CO)S(=O)(=O)c2ccc(Br)cc2O[C@@H]1CN(C)Cc1ccccc1
  -6 | -15
COc1ccc(NC(=O)N(C)C[C@H]2Oc3ncc(Br)cc3C(=O)N([C@H](C)CO)C[C@@H]2C)cc1
  -5 | 3
COc1ccc(Br)c(C(=O)OCC(=O)NC2CCCCCCC2)c1
  -1 | -6
COCOCCn1cc(CN2CCS(=O)(=O)N(Cc3ccc(-c4cccc(CO)c4)cc3)C(C)C2=O)nn1 (configuration not stated)
  4 | 1
CCCNC(=O)N(C)C[C@@H]1Oc2ncc(Br)cc2C(=O)N([C@H](C)CO)C[C@@H]1C
  -5 | -11
Cc1cccc(C)c1NC(=O)C(C)NCc1cccs1 (configuration not stated)
  -7 | -2
C[C@@H]1CN([C@H](C)CO)S(=O)(=O)c2ccc(C#CC3CCCCC3)cc2O[C@H]1CN(C)C(=O)Cc1ccncc1
  -8 | 4
O=C1NC(Cc2ccc(O)cc2)c2nc3ccccc3c(=O)n2-c2ncccc21 (configuration not stated)
  -2 | 0
C[C@H](CO)N1C[C@H](C)[C@@H](CN(C)C(=O)CN2CCOCC2)Oc2ncc(-c3cncnc3)cc2C1=O
  -9 | 9
CC(C)OC(=O)N(C)C[C@@H]1OCc2cnnn2CCCC(=O)N([C@H](C)CO)C[C@H]1C
  -4 | 9
CC1C(=O)N(Cc2cn(CC3CCCCC3)nn2)CCS(=O)(=O)N1Cc1ccc(-c2ccc(F)nc2)cc1 (configuration not stated)
  -6 | -24
O=C(Oc1ccc[nH]c1=O)c1ccc(F)cc1
  -6 | 20
Cc1cccc(OC(=O)Nc2ccc(C(=O)O)c(O)c2)c1
  -5 | -9
CN(C)C1CCCCC=CC(=O)NC1 (configuration not stated)
  -7 | -15
COc1ccc(CN2CCC[C@]3(N[C@H](c4ccc(C(F)(F)F)cc4)[C@@H]4C(=O)N(Cc5ccccc5)C(=O)[C@@H]43)C2=O)cc1
  -6 | -2
N#CC(=C1C=C(Br)C(=NO)C=C1Cl)c1cccc2ccccc12
  -5 | -37
COc1ccc(-c2noc(CCC(=O)NC3CCCCCC3)n2)cc1OC
  -7 | 5
Cc1ccccc1CNC(=O)C(C)Sc1ccccc1 (configuration not stated)
  -6 | -6
O=C(/C=C/c1ccc2c(c1)OCO2)NCCS(=O)(=O)N1CCN(c2ccccc2)CC1
  -4 | -3
COc1ccc(C(=O)OCC(=O)N2CCN(C(=O)c3ccco3)CC2)c(OC)c1OC
  -6 | -9
CCCNC(=O)N(C)C[C@H]1Oc2cc(Br)ccc2S(=O)(=O)N([C@@H](C)CO)C[C@@H]1C
  -2 | 10
CCOc1ccccc1N(CC(=O)N1CCN(Cc2ccccc2)CC1)S(=O)(=O)c1ccccc1
  -6 | -19
CC1CCCCC1NC(=O)CSc1nnc(-c2ccco2)n1N (configuration not stated)
  -5 | 5
C[C@@H]1CN([C@@H](C)CO)S(=O)(=O)c2ccc(Br)cc2O[C@H]1CN(C)C(=O)C1CCOCC1
  4 | -11
C[C@H](CO)N1C[C@H](C)[C@H](CN(C)C(=O)Cc2ccncc2)Oc2ncc(Br)cc2C1=O
  -7 | -8
C[C@@H]1CN([C@@H](C)CO)C(=O)CCCn2nncc2CO[C@H]1CN(C)Cc1ccccc1
  0 | -5
Cc1ccc([C@H]2C[C@H](O)[C@@H](n3cc(COC(=O)c4ccccc4)nn3)CN2C(=O)C2CCCCC2)cc1
  -5 | -7
Cc1ccc(S(=O)(=O)N2CCCCC2)cc1NC(=O)c1ccc(=O)[nH]c1
  1 | 1
COc1ccc(-c2cnc(C(N)=O)c(=O)[nH]2)cc1
  2 | -13
O=C1CC(=O)Nc2ccccc2N1
  -3 | 24
CCOc1ccccc1-n1nnnc1SCC(=O)N(C)C1CCS(=O)(=O)C1 (configuration not stated)
  -2 | -5
O=C1C=C(N2CCOCC2)c2cccc3cccc1c23
  -3 | 4
CCN(CC)C(=O)C1=C(C)N(Cc2ccc(C(C)(C)C)cc2)C(=O)C(CC(=O)NCc2cccc3ccccc23)C1 (configuration not stated)
  -6 | -1
Cc1nc(SCC(=O)NC2CCCC2)c2oc3ccccc3c2n1
  -1 | -9
C[C@@H]1CCCCO[C@@H](CN(C)C(=O)Nc2ccccc2)[C@@H](C)CN([C@H](C)CO)C(=O)c2cc(N(C)C)ccc2O1
  -4 | -15
COC(=O)[C@H]1C[C@@]2(O)CN(S(=O)(=O)c3ccc(C)cc3)C[C@@]2(OC(=O)NC2CCCC2)C[C@H]1C(=O)OC
  3 | -8
CCN(CC)S(=O)(=O)c1ccc(N2CCOCC2)c(NC(=O)c2cc3ccccc3o2)c1
  -4 | -9
CCOCc1nc(N)nc(N)c1-c1cccc(Cl)c1
  -5 | -20
COc1ccc(CN(C)C[C@@H]2OCc3cnnn3CCCC(=O)N([C@H](C)CO)C[C@H]2C)cc1
  -7 | 5
CCN(CC)C(=O)Cn1cc(C(=O)C(=O)Nc2ccc3c(c2)OCO3)c2ccccc21
  -8 | 15
CCc1ccc(/C=C2\SC(=S)N(CCCC(=O)N3CCN(C)CC3)C2=O)cc1
  -3 | -1
C[C@@H]1Cn2cnc(C(=O)NCc3ccc(CNC(=O)OC(C)(C)C)cc3)c2C(=O)N1
  -6 | 10
C[C@H]1CN([C@@H](C)CO)C(=O)CCCn2nncc2CO[C@H]1CN(C)C(=O)Nc1ccc(N2CCCCC2)cc1
  -3 | 11
COc1ccc(NC(=O)N(C)C[C@@H]2Oc3ncc(Br)cc3C(=O)N([C@@H](C)CO)C[C@@H]2C)cc1
  -6 | 12
O=C(NCCOc1ccccc1)c1cccc(S(=O)(=O)N2CCN(Cc3ccccc3)CC2)c1
  2 | 8
COc1cc(C(=O)NCC(c2cccs2)N2CCOCC2)ccc1OCc1ccc(Cl)cc1 (configuration not stated)
  -4 | 42
O=[N+]([O-])c1ccc(NCCCc2ccccc2)cc1
  -5 | 10
CC(C)CN(C(=O)COC(=O)c1cccs1)c1c(N)n(Cc2ccccc2)c(=O)[nH]c1=O
  -3 | -41
C[C@@H]1CN([C@@H](C)CO)C(=O)CCCn2nncc2CO[C@H]1CN(C)S(=O)(=O)c1ccc(Oc2ccccc2)cc1
  0 | -11
CCCN(CC(=O)Nc1ccccc1C)C(=O)/C=C/c1ccc(OC)c(OC)c1
  9 | 1
Cc1ccc(C)c(-n2nnc3ccccc3c2=O)c1
  -4 | 7
O=C(CN1CCN(c2ccccc2)CC1)Nc1ccccc1C(=O)NCCc1ccccc1
  -6 | -1
Cc1noc(C)c1S(=O)(=O)Nc1ccc2c(c1)C(=O)N([C@H](C)CO)C[C@H](C)[C@@H](CN(C)C(=O)CCCN(C)C)OCCCC[C@@H](C)O2
  -7 | 1
CCN(CC)S(=O)(=O)c1ccc(N2CCCCC2)c(NC(=O)C2CSC3(C)CCC(=O)N23)c1 (configuration not stated)
  -8 | 9
CC(C)(C)c1cc(NC(=O)COC(=O)c2ccccc2)n(-c2ccccc2)n1
  -5 | 2
C[C@H]1CN([C@@H](C)CO)S(=O)(=O)c2ccc(Br)cc2O[C@H]1CN(C)S(=O)(=O)c1ccccc1
  -9 | -13

# More compounds follow.
# Sequence of screens: GalR3 antagonist | CRFR2-BP antag
C[C@H]1CN([C@@H](C)CO)C(=O)CCCn2nncc2CO[C@@H]1CN(C)Cc1ccccc1
  -5 | 5
C[C@H](CO)N1C[C@H](C)[C@H](CN(C)Cc2cncnc2)Oc2ncc(C#CC3(O)CCCC3)cc2C1=O
  -6 | -6
CC(C)C1C(=O)N(Cc2cn(CCC3OCCCO3)nn2)CCS(=O)(=O)N1Cc1ccc(-c2ccc(Cl)c(Cl)c2)cc1 (configuration not stated)
  -5 | -8
CCN1C(=O)[C@H]2[C@@H](c3ccc(C(F)(F)F)cc3)N[C@]3(CCCN(Cc4ccc(Br)cc4)C3=O)[C@H]2C1=O
  -2 | -3
C[C@H](O)[C@@H]1C(=O)N2CCc3ccc(-c4ccccc4)cc3[C@@H]2C[C@@H]1N(C)C(=S)Nc1ccc(F)cc1
  0 | -6
Cc1ccccc1NC(=O)COC(=O)COc1ccc2ccc(=O)oc2c1
  -5 | -16
CCc1ccccc1OCC(=O)Nc1nnc(C2CC2)s1
  -5 | 0
CN(C)C(CNC(=O)c1sc2ccccc2c1Cl)c1ccco1 (configuration not stated)
  -8 | -10
C[C@@H]1CN([C@@H](C)CO)C(=O)CCCn2nncc2CO[C@@H]1CN(C)C(=O)OCc1ccccc1
  10 | -6
O=C(NC1CCCCC1)c1ccc2ccccc2c1
  -7 | -4
Cc1nc(N(C)C2CCCCC2)c2nnn(Cc3ccc(F)cc3)c2n1
  1 | -18
Cc1ccc(-c2csc3ncnc(N4CCN(S(=O)(=O)c5ccc(C#N)cc5)CC4)c23)cc1
  -4 | 12
CCOc1ccccc1C(=O)NC(C(=O)OCC(=O)NNC(=O)c1cccs1)C(C)C (configuration not stated)
  -8 | -1
COc1ccc(NC(=O)COC(=O)c2ccc(S(=O)(=O)N3CC(C)CC(C)C3)cc2)cc1OC (configuration not stated)
  -4 | -22
CCc1ccc([C@@H]2C[C@H]3[C@@H](CN2S(=O)(=O)c2ccc(C)cc2)C(=O)C[C@@H](c2cccc(Cl)c2)N3S(=O)(=O)c2ccc(C)cc2)cc1
  -8 | 0
COc1ccc(C)cc1NC(=O)NC1CC(=O)N(c2ccc3c(c2)OCCO3)C1 (configuration not stated)
  -6 | -16
Cc1ccc(CN2CCC[C@]3(N[C@H](c4ccc(C(F)(F)F)cc4)[C@@H]4C(=O)N(Cc5ccccc5)C(=O)[C@@H]43)C2=O)cc1
  -7 | -1
NC(=O)c1csc(CCNC(=O)c2ccccc2)n1
  -6 | -13
O=C(NCCS(=O)(=O)N1CCN(c2ccccc2)CC1)C1CCCCC1
  -6 | -10
O=C(NCc1nnnn1-c1ccc(Cl)cc1)c1ccc2c(c1)OCO2
  -6 | -6
O=C(COC(=O)c1ccc(S(=O)(=O)N2CCCCCC2)cc1)Nc1ccccc1C(F)(F)F
  -7 | -11
CCCCCCN1C[C@@H](n2cc(-c3ccc(F)cc3)nn2)[C@H](O)C[C@@H]1c1ccc(Cl)cc1
  -4 | 4
COc1ccc(Cl)cc1Nc1cc(C)nc2ncnn12
  0 | -4
Cc1ccc([C@H]2C[C@H](n3cc(-c4ccc(F)cc4)nn3)[C@@H](O)CN2CC2CCCCC2)cc1
  -6 | 11
C[C@@H]1CN([C@H](C)CO)C(=O)CCCn2nncc2CO[C@@H]1CN(C)C(=O)Nc1ccc(N2CCCCC2)cc1
  1 | 10
Cc1ccc(NC(=O)CCNC(=O)N2CC(=O)Nc3ccccc32)cc1Cl
  -1 | -20
Cc1ccc(C)c2c1CCC(=Cc1ccccc1[N+](=O)[O-])C2=O
  -4 | 1
Cn1nc(NC(=O)C(F)(F)F)c2nccnc21
  -6 | -12
CC1(C)CC(=O)C=C(c2ccc(CO)cc2)C1=O
  -3 | -15
CC(CO)NS(=O)(=O)c1cc(Cl)ccc1F (configuration not stated)
  -6 | 2
CC1NC(=O)c2cc3ccccc3cc2-n2c1nc1ccc(F)cc1c2=O (configuration not stated)
  -6 | -3
C[C@@H]1CN([C@@H](C)CO)C(=O)CCCn2cc(nn2)CO[C@H]1CN(C)S(=O)(=O)c1cccs1
  -5 | 2
C[C@@H]1CN([C@H](C)CO)C(=O)CCCn2nncc2CO[C@H]1CN(C)S(=O)(=O)c1ccc(Cl)cc1
  -6 | -5
Cc1noc(C)c1C(=O)OC(C)C(=O)Nc1ccc([N+](=O)[O-])cc1C(F)(F)F (configuration not stated)
  1 | 7
COCCN(C(=O)COC(=O)CSc1cc(C)ccc1C)c1c(N)n(Cc2ccccc2)c(=O)[nH]c1=O
  1 | -12
COc1ccc2c(CN3CCN(Cc4ccccc4)CC3)cc(=O)oc2c1
  -7 | -12
O=C(Nc1ccc2c(c1)[C@@H]1C[C@@H](CC(=O)N3CCCCC3)O[C@@H](CO)[C@@H]1O2)NC1CCCCC1
  -4 | -7
CCC/C=C/c1ccc(CN2C(C)C(=O)N(Cc3cn(CCC4OCCO4)nn3)CCS2(=O)=O)cc1 (configuration not stated)
  1 | -4
O=S(=O)(NCC1CCCO1)c1ccc(Cl)c2ccccc12 (configuration not stated)
  -5 | 25
O=C(NC1CCCCC1)N(c1ccccc1)c1nnc(-c2cccc([N+](=O)[O-])c2)s1
  -2 | -6
C[C@H](CO)N1C[C@H](C)[C@H](CN(C)C(=O)OCc2ccccc2)OCc2cnnn2CCCC1=O
  -6 | 13
C[C@@H]1CN([C@H](C)CO)C(=O)c2c(c3ccccc3n2C)-c2ccccc2CO[C@H]1CN(C)C(=O)Nc1ccccc1
  -7 | 3

# Whole records, looked up by structure:
# COc1ccc(CN2CCC[C@]3(N[C@H](c4ccc(C(F)(F)F)cc4)[C@@H]4C(=O)N(Cc5ccccc5)C(=O)[C@@H]43)C2=O)cc1 is listed with GalR3 antagonist: -6; CRFR2-BP antag: -2
# Cc1nc(N(C)C2CCCCC2)c2nnn(Cc3ccc(F)cc3)c2n1 is listed with GalR3 antagonist: 1; CRFR2-BP antag: -18
# Cn1nc(NC(=O)C(F)(F)F)c2nccnc21 is listed with GalR3 antagonist: -6; CRFR2-BP antag: -12
